# MC4R antag cAMP – MC4R antagonists of cAMP signaling, primary screen, cell-based, TR-FRET, antagonist arm of biased-ligand search; AID 540295, 2011; inhibition, % at 6.5 µM; MC4R-expressing cells, MTII-stimulated cAMP, LANCE TR-FRET; Melanocortin receptor 4 (Homo sapiens), P32245; 360,000 tested, 0.48% active;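 active = inhibition above its plate's cutoff, the mean of tested wells on that plate plus 3 SD, cut at about 29% in these data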;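 also: 0% = Melanotan II alone and 100% = Melanotan II plus saturating MCL0020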
# Target sequence (P32245 whole entry, looked up): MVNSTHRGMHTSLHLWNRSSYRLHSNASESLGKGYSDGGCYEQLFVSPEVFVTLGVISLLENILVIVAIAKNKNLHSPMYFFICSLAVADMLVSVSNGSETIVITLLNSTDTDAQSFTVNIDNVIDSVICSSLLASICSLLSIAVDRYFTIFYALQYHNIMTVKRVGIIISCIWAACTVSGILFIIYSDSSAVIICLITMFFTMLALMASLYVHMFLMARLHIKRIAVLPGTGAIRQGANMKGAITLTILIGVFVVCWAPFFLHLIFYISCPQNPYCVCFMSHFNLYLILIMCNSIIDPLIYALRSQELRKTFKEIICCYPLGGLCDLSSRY
#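 system = U2OS cells with stable human MC4R expression | also added = Melanotan II challenge after compound preincubation | dosing = one concentration, 6.5 µM nominal | incubation = compound 30 min, challenge 1 h, detection 1 h | measured by = TR-FRET with Eu-cAMP and labeled anti-cAMP, 671 nm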
# MC4R barr agon – MC4R agonists recruiting beta-arrestin, primary screen, cell-based, luminescence, agonist arm of biased-ligand search. Melanocortin receptor 4 (Homo sapiens), P32245. U2OS MC4R beta-arrestin complementation; percent of melanotan II response, DMSO zero. activation, % at 8.9 µM. 360,000 tested, 0.98% active. AID 540308, 2011;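 active = activation above a per-plate cutoff, the mean activation of sample wells on that plate plus 3 SD, cut at about 8% in these data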
# NOD2-RIPK2 inh – NOD2-RIPK2 binding disruptors in cells, primary screen, fluorescence, CHO cells, BLA complementation; CCF4 ratio; inhibition, % at 4.98 µM; 360,000 tested, 0.38% active; AID 624267, 2012; in the data active = inhibition above about 21%;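 also: 0% = vehicle only and 100% = reference blocker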
# Target sequence (O43353 whole entry, looked up): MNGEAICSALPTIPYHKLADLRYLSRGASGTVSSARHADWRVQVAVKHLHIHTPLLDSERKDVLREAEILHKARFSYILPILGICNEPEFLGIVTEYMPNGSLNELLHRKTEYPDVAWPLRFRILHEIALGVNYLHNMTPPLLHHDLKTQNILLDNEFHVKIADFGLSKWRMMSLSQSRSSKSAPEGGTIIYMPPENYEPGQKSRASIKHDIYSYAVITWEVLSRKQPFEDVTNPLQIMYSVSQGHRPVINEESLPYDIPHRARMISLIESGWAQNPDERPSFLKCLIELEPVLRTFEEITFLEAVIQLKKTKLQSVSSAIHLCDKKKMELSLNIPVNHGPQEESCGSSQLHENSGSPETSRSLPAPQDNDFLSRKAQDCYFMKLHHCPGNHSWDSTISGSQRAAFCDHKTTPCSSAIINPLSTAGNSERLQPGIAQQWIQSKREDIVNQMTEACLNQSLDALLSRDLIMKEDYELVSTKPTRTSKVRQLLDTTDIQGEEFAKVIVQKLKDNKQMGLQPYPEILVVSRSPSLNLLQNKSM
# Glyco luc inh – increase of ERlucT glycosylation luciferase signal, primary screen, N-linked glycosylation inhibitor project, D54 ERlucT cells, luminescence, set 2. D54 ERlucT glycosylation luciferase reporter, 24 h; percent of 100 nM tunicamycin response. reporter increase, % at 12.5 µM. 360,000 tested, 0.23% active;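 active = mean luciferase reporter signal, scaled so untreated is 0 and the glycosylation-blocking control 100, at or above a set limit in every replicate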;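 also: luciferase carries N-glycosylation sites so blocking glycosylation raises the light; 0% = median of neutral control wells and 100% = median of 100 nM tunicamycin wells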
# SRC2 inh – inhibition of GAL4-SRC2 driven luciferase reporter, primary screen, SRC2 inhibitor project, cell-based, luminescence; Nuclear receptor coactivator 2 (Homo sapiens), Q15596; HEK293 GAL4-SRC2 luciferase reporter; inhibition, % at 9 µM; 370,000 tested, 0.17% active; AID 651957, 2012;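 active = inhibition above the mean inhibition of all tested compounds plus 3 SD, set per campaign, cut at about 52% in these data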;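 also: 0% = DMSO treated cells and 100% = cells given Gossypol at 36 µM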
# ABHD5-PLIN5 inh – ABHD5-PLIN5 interaction inhibitors, primary screen, cell lysate, split luciferase complementation, luminescence; Perilipin-5 (Homo sapiens) + 1-acylglycerol-3-phosphate O-acyltransferase ABHD5 (Homo …; Split G. princeps luciferase complementation, 4 h; inhibition, % at 4 µM; 360,000 tested, 0.78% active; AID 602281, 2012;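 active = inhibition above the mean inhibition across every tested compound plus 3 SD, cut at about 22% in these data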;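 also: 0% = DMSO only wells and the 100% control is not disclosed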
# m5-HT2A agonist – mouse Htr2a agonists via beta-arrestin recruitment, primary screen, cell-based, luminescence; activation, % at 7.6 µM; 5-hydroxytryptamine receptor 2A (Mus musculus), P35363; 360,000 tested, 0.66% active; CHO-K1 mHTR2A beta-arrestin complementation; percent of 30 µM serotonin response;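 active = activation above a run cutoff, the mean activation of all tested compounds plus 3 SD, cut at about 14% in these data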;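 also: 0% = plate median of compound wells and 100% = 30 µM serotonin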
# ABCB6 inh MLPCN – ABCB6 transporter inhibitors, primary screen, K562-ABCB6 cells, flow cytometry, MLPCN library; K562-ABCB6 porphyrin accumulation, 1 h; stronger effect = lower value; 360,000 tested, 0.19% active; AID 602162, 2011; ATP-binding cassette sub-family B member 6 (Homo sapiens), Q9NP58; fluorescence ratio to DMSO, % at 10 µM;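 active = fluorescence ratio to DMSO below 75%, the collection mean minus 3 SD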;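 also: signal is porphyrin accumulated inside mitochondria; 100% equals median channel fluorescence of DMSO control wells; lower ratio means ABCB6 inhibition with less porphyrin fluorescence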
# H9c2 protect – cardioprotection against H2O2-induced cell death, primary screen, uHTS, H9c2 cells, ATPLite luminescence | H9c2 cardiomyocytes, H2O2 injury protection, 2 h | 360,000 tested, 0.63% active | AID 588492, 2011 | protection from H2O2 cell death, % at 20 µM;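 active = compounds giving at least 50% protection of heart cells from peroxide-induced death in the single-dose screen, raw or plate-pattern-corrected value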;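 also: 0% = DMSO wells with peroxide and 100% = DMSO wells without peroxide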
# TLR9-MyD88 inh – inhibitors of TLR9-MyD88 association in cells, primary screen, cell-based, CHO, BLA complementation, fluorescence; Toll-like receptor 9 (Homo sapiens) + Myeloid differentiation primary response protein …; CCF4 FRET ratio; inhibition, % at 4.98 µM; 340,000 tested, 0.21% active; AID 504734, 2011;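 active = inhibition above the mean over all tested compounds plus 3 SD, cut at about 21% in these data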;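 also: 0% = DMSO only wells and 100% = clavulanate BLA inhibitor control wells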
# The depositor's hits bear a star.
SMILES,MC4R antag cAMP,MC4R barr agon,NOD2-RIPK2 inh,Glyco luc inh,SRC2 inh,ABHD5-PLIN5 inh,m5-HT2A agonist,ABCB6 inh MLPCN,H9c2 protect,TLR9-MyD88 inh
COc1ccc(C(=O)CSc2nnc(NC(=O)C3CC(=O)N(c4ccccc4)C3)s2)cc1 (configuration not stated),11,0.7,1,1,19,-1,1,104,4,-24
CCOC(=O)N(Cc1ccccc1)C1CC1,3,0.7,-6,1,10,-4,3,98,0,-2
CCOC(=O)Cn1ccc(NC(=O)COc2ccc(F)cc2F)n1,6,-2.9,-5,1,1,4,-2,102,2,4
C[C@H](Nc1ncnc2sc3c(c12)CCC3)C(=O)O,11,-1.8,-19,4,16,3,0,103,-2,-3
CCNC(=O)c1ccccc1NC(=O)C1CC(=O)N(C(C)C)C1 (configuration not stated),5,-1.0,4,1,-4,15,4,97,0,-8
CCc1ccccc1NC(=O)CNC(=O)CSC(=S)N1CCCC1,1,-0.4,12,0,-12,-1,0,98,0,-3
CCOc1ccc(NC(=O)COc2nsnc2N2CCOCC2)cc1,0,-0.1,-5,2,-19,-2,-5,100,-2,-1
Cc1n[nH]c(=S)n(/N=C/c2cccc([N+](=O)[O-])c2)c1=O,-3,0.7,-3,1,7,-4,1,105,5,2
O=C(Nc1ccc(C(=O)N2CCCC2)cc1)c1ccc(F)cc1Cl,1,-3.4,-13,-1,-6,-8,-6,98,-2,-4
CCOc1ccc(S(=O)(=O)NCCC(=O)N2CCN(c3ccccc3O)CC2)cc1,2,-1.4,-15,2,11,0,1,97,-3,-8
CCn1ncc(/C=N\NC(=O)c2cc(-c3ccc(C)cc3C)nc3ccccc23)c1C,-16,-1.9,8,16,-14,-6,-8,89,12,4
O=C(O)c1cncc(Br)c1,-5,-0.4,-16,5,-10,5,3,92,1,2
C=CCSc1nc2ccccc2c(=O)n1Cc1ccccc1,2,3.4,9,-4,-6,-1,2,100,2,7
Cc1ccc(-n2nc(C(=O)N3CCN(C)CC3)c3c4ccccc4n(C)c3c2=O)cc1,-4,0.5,-7,5,-17,2,6,100,1,-7
COc1ccc(C(=O)N/C(=C/c2ccco2)C(=O)NC2CCS(=O)(=O)C2)cc1 (configuration not stated),0,-0.4,-2,3,-14,2,-1,103,-3,2
Cc1nn(C)cc1[C@@H]1C[C@H]2CN(Cc3cccc(Cl)c3)C(=O)[C@]23CCCN13,11,-1.2,-12,0,-11,-1,-1,84,0,-1
Cn1c2c(c(=O)n(C)c1=O)C(c1ccc(Cl)cc1)C(C#N)=C(N)O2 (configuration not stated),-4,-0.4,9,4,-26,5,-2,101,7,2
COc1ccccc1CC(=O)Nc1ccc(Cl)cc1C(=O)O,25,0.7,-3,-3,-5,-4,4,100,-4,-5
CCOC(=O)Cc1csc(NC(=O)CCSc2ccccc2)n1,7,-2.0,-1,-1,-12,-6,-3,98,-4,8
Cc1cc2c(c(SCC(=O)NCc3ccccc3Cl)n1)C(=O)OC2,16,-1.1,-2,-2,5,-1,0,96,4,1

# 7 entries from above, ordered by molar mass, low to high.
SMILES,MC4R antag cAMP,MC4R barr agon,NOD2-RIPK2 inh,Glyco luc inh,SRC2 inh,ABHD5-PLIN5 inh,m5-HT2A agonist,ABCB6 inh MLPCN,H9c2 protect,TLR9-MyD88 inh
O=C(O)c1cncc(Br)c1,-5,-0.4,-16,5,-10,5,3,92,1,2
C[C@H](Nc1ncnc2sc3c(c12)CCC3)C(=O)O,11,-1.8,-19,4,16,3,0,103,-2,-3
CCOC(=O)Cn1ccc(NC(=O)COc2ccc(F)cc2F)n1,6,-2.9,-5,1,1,4,-2,102,2,4
O=C(Nc1ccc(C(=O)N2CCCC2)cc1)c1ccc(F)cc1Cl,1,-3.4,-13,-1,-6,-8,-6,98,-2,-4
CCc1ccccc1NC(=O)CNC(=O)CSC(=S)N1CCCC1,1,-0.4,12,0,-12,-1,0,98,0,-3
Cc1ccc(-n2nc(C(=O)N3CCN(C)CC3)c3c4ccccc4n(C)c3c2=O)cc1,-4,0.5,-7,5,-17,2,6,100,1,-7
CCOc1ccc(S(=O)(=O)NCCC(=O)N2CCN(c3ccccc3O)CC2)cc1,2,-1.4,-15,2,11,0,1,97,-3,-8

# Further structures follow:
SMILES,MC4R antag cAMP,MC4R barr agon,NOD2-RIPK2 inh,Glyco luc inh,SRC2 inh,ABHD5-PLIN5 inh,m5-HT2A agonist,ABCB6 inh MLPCN,H9c2 protect,TLR9-MyD88 inh
Cc1cc(CNC(=O)C(C)n2nc(C)c([N+](=O)[O-])c2C)c2ccccc2n1 (configuration not stated),-23,-1.2,-12,4,1,8,6,86,7,8
O=S(=O)(c1ccccc1)c1nc(NCc2cccnc2)sc1Cl,12,-1.9,-14,3,5,-1,-4,94,-9,-3
Cc1cc(C(=O)CSc2nn3c(=O)c(C(C)(C)C)nnc3s2)c(C)n1C,1,0.8,-9,9,7,-4,3,95,0,1
CCC(C)[C@@H]1NC(=O)N(CCCN2CCCC2=O)C1=O (some centres not stated),4,-1.9,4,-1,3,-2,4,96,4,2
CC(C)Sc1nc(NCc2ccco2)c2c3c(sc2n1)COC(C)(C)C3,17,0.3,2,-5,-26,12,3,104,-1,-4
CCC(=O)Nc1ccc(NC(=O)c2oc3ccccc3c2C)cc1,3,-0.6,-3,-1,58*,0,5,103,14,4
O=C(CN1CCSC1=O)N1CCN(S(=O)(=O)c2ccc(F)cc2)CC1,0,1.9,0,1,-26,-9,1,96,5,2
COc1cccc(C(=O)NNC(=O)Cc2ccc([N+](=O)[O-])cc2)c1,-5,0.7,-12,0,-20,3,7,94,1,3
COc1ccc(C(C(N)=O)c2ncc(C(F)(F)F)cc2Cl)cc1 (configuration not stated),5,-1.1,0,0,-52,-2,-2,102,-4,-9
CC(C)(C)CN1CCNC(=O)C1CC(=O)NCCc1ccccc1C(F)(F)F (configuration not stated),3,-2.8,1,-2,5,4,-6,98,4,-3
O=C(c1ccco1)N1CCN(Cc2nc3ccccc3[nH]2)CC1,-1,-3.3,-1,1,-15,-3,2,98,2,-11
CC1CCc2sc(C(=O)Nc3nnc(SCc4ccc(F)cc4)s3)cc2C1 (configuration not stated),3,33*,-1,-2,-21,-3,2,104,-14,6
CCOC(=O)C1CCCN(C(=O)CSc2nnc3nc(C)cc(C)n23)C1 (configuration not stated),-1,-2.1,0,1,-15,0,-2,87,6,-9
COc1cccc(OCC(=O)NCC2CCCO2)c1 (configuration not stated),6,-2.9,3,-2,13,-17,4,94,1,7
O=C(NCC1CCCO1)c1ccc(Oc2ccc([N+](=O)[O-])cc2)cc1 (configuration not stated),16,1.7,3,-2,-30,-4,-1,94,-5,2
CC1CC1C(=O)Nc1nc2ccc(Cl)cc2s1 (configuration not stated),17,-1.3,-8,-7,-24,0,-4,100,-6,1
O=C(NCCOc1ccccc1)c1n[nH]c(=O)c2ccccc12,-1,-2.0,-1,5,-27,-2,-1,96,25,-8
CCOC(=O)C1(C(=O)OCC)COC(=O)C2(CC)OC21 (configuration not stated),5,-1.3,3,4,-6,-2,1,95,0,-4
O=C(O)c1ccc2c(c1)C(=O)N(c1ncccn1)C2=O,0,-0.1,-6,2,-4,2,10,93,2,4
Cc1ccc(N(C)C2=NC(=O)CS2)cc1Cl,-3,0.1,-13,4,6,0,5,94,6,4
Cc1cccc(OCC(=O)Nc2cccc(O)c2)c1,-2,-3.0,2,1,-63,-3,5,101,-4,-10
COc1cccc(-c2ccc(NC(=O)C3CCCN(CCCn4cccn4)C3)cc2)c1 (configuration not stated),1,-1.0,-2,-1,-8,7,-12,104,2,-14
CCN(CC)CCOC(c1ccccc1)c1ccc(C)cc1 (configuration not stated),0,-1.2,-9,0,-11,3,-9,99,0,-2
C[C@@H]1CN([C@@H](C)CO)C(=O)c2cc(C#Cc3cccc(F)c3)cnc2O[C@H]1CN(C)C(=O)C1CCCCC1,4,0.0,-6,-3,-13,11,5,105,5,0
CCCCCn1c(CNC(=O)CCC)nc2ccccc21,11,0.8,-8,0,19,2,-1,103,3,-6
C[C@H](CO)N1C[C@H](C)[C@@H](CN(C)C(=O)Nc2ccc(C(F)(F)F)cc2)Oc2c(NC(=O)c3ccncc3)cccc2C1=O,4,-2.2,-5,4,-7,5,2,95,7,3
O=C(NCc1cccs1)C1CC(c2ccc(F)cc2)=NO1 (configuration not stated),-12,-2.9,-6,3,-17,-5,0,101,-2,-10
CCCCOCCCNC(=O)CN1C(=O)c2ccccc2C1=O,5,0.2,-5,1,0,-7,-2,103,1,-12
CC(C)CC(C(=O)Nc1oc(-c2ccco2)c(-c2ccco2)c1C#N)N1C(=O)c2ccccc2C1=O (configuration not stated),-1,-1.8,2,-1,0,5,6,91,-13,-3

# Record cards, from the list above:
# Entry for CCN(CC)CCOC(c1ccccc1)c1ccc(C)cc1 (configuration not stated) → MC4R antag cAMP = 0; MC4R barr agon = -1.2; NOD2-RIPK2 inh = -9; Glyco luc inh = 0; SRC2 inh = -11; ABHD5-PLIN5 inh = 3; m5-HT2A agonist = -9; ABCB6 inh MLPCN = 99; H9c2 protect = 0; TLR9-MyD88 inh = -2
# Entry for O=C(NCc1cccs1)C1CC(c2ccc(F)cc2)=NO1 (configuration not stated) → MC4R antag cAMP = -12; MC4R barr agon = -2.9; NOD2-RIPK2 inh = -6; Glyco luc inh = 3; SRC2 inh = -17; ABHD5-PLIN5 inh = -5; m5-HT2A agonist = 0; ABCB6 inh MLPCN = 101; H9c2 protect = -2; TLR9-MyD88 inh = -10

# An excerpt. The share of hits here may be higher or lower than overall.
